SUMO Mot1 rescue: inhibitors of SUMOylation pathway: yeast Mot1-301 growth rescue; S. cerevisiae Mot1-301 growth rescue, ATP luminescence, 38.5C; percent above DMSO median, 100 means doubled; growth rescue, % at 18.8 µM; 320,000 compounds, 1% hits; AID 2716;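 active means every valid replicate shows activation above 250% relative to neutral control wells; inactive means the rest, any valid replicate at or below 250%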;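 further: OY570 slx delta 5 strain wells were the positive control but not used for scaling; some compounds called inactive have numbers as strong as hits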
Tat export inh: E. coli Tat transport inhibition; 340,000 compounds, 0.036% hits; AID 488895; E. coli MC4100 TorA-mCherry Tat export, fluorescence; inhibition, % at 10 µM;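 active means mean replicate inhibition at least 50% and at least half of replicates individually reaching 50%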;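 further: exported cargo escapes ClpAP degradation while cytoplasmic cargo is degraded and loses fluorescence; 0% = median of neutral control wells and 100% = median of NaSCN control wells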
phage Ecoli inh: E. coli growth loss with phage present; growth absorbance; inhibition, % at 11.9 µM; 360,000 compounds, 0.26% hits; AID 651602; in the data active means inhibition above about 11%
Ecoli viability: counter-screen for AddAB inhibitors: E. coli growth inhibition. E. coli V3065 growth, OD600 absorbance, 18 h. 330,000 compounds, 0.27% hits. AID 449728. inhibition, % at 11.9 µM;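 active means inhibition above the campaign's mean inhibition across all tested compounds plus 3 SD, cut at about 9.9% in these data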;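 further: uninfected addAB+ strain grown without phage in ampicillin broth; 0% = DMSO wells and 100% = ciprofloxacin 0.95 µg/ml wells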
DSG3 Ab inh: human desmoglein-3 autoantibody binding inhibition; DSG3-coupled beads, scFv-anti-DSG3-GFP binding, flow cytometry; active compounds read low; binding (percent of control), % at 10 µM; 310,000 compounds, 0.48% hits; AID 588358;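 active means binding more than 3 SD below its plate's average and above zero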;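 further: hits lower antibody fragment binding to DSG3; some compounds called inactive have numbers as strong as hits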
Target sequence (P32926 whole entry, looked up, the tested form may be a part): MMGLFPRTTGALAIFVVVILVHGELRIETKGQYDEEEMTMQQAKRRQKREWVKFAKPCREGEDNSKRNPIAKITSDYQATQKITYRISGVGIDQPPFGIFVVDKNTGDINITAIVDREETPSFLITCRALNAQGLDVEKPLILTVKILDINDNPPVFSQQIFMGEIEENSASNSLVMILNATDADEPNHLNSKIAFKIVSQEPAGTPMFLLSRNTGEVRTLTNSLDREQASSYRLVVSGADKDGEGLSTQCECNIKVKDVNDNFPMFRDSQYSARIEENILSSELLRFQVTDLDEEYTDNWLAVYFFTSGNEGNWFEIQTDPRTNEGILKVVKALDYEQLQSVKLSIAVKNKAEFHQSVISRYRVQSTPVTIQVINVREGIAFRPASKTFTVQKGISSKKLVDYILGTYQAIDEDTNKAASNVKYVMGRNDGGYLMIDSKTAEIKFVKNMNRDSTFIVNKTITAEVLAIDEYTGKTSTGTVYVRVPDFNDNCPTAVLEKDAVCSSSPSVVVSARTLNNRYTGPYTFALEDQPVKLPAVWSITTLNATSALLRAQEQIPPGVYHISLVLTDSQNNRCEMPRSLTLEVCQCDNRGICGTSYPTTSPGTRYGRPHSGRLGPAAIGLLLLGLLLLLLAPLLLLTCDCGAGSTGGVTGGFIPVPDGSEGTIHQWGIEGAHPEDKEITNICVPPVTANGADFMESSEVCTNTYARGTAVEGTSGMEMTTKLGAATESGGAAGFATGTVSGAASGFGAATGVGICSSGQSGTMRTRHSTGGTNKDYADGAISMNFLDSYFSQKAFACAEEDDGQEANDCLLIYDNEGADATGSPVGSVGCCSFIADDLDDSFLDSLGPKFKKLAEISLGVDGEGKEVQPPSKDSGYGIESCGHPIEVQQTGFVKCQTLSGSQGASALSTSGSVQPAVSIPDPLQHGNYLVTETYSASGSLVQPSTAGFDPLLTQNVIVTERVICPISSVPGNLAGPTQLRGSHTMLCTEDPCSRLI
AddAB inh: less growth of phage-infected E. coli with AddAB. E. coli expressing H. pylori AddAB, absorbance growth. inhibition, % at 11.9 µM. 330,000 compounds, 0.29% hits; in the data active means inhibition above about 12%;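 further: 0% = vehicle wells of infected cells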
Arr AP2 block: inhibitors of human beta-arrestin and AP2 interaction. FITC-arrestin peptide / GST-AP2 beads, flow cytometry; AP2 beta2 appendage carries R879A mutation. inhibition, % at 10 µM. 340,000 compounds, 0.31% hits. AID 504490;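 active means inhibition above a set limit, near 3 SD of compounds lacking own fluorescence, cut at about 54% in these data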;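 further: plate controls were DMSO wells for no effect and 5 µM unlabelled arrestin peptide for full effect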
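System: GST-AP2 R879A glutathione beads; medium: PBS, Tween 20 0.05%, BSA 0.1%; reagent: fluorescein-tagged arrestin peptide at 50 nM final; schedule: pre-incubation 12 min, peptide binding 1 h, room temperature; detection: flow cytometry, FL1 (488/535 nm); read-out: inhibition as reduced fluorescein signal on beads, percent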
PKA-R1A act: activates the PKA-R1A holoenzyme complex. 340,000 compounds, 0.083% hits. activation, % at 11.4 µM. PKA-R1A dissociation, Cy5-IP20 fluorescence polarization; scaled: DMSO 0%, 113 µM cGMP 100%;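 active means percent activation above the mean of all tested compounds plus 3 SD, cut at about 19% in these data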;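 further: higher means more PKAc released from R1A so a rise in polarization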
MOR-DOR ag: OPRM1-OPRD1 heterodimerization agonism; cells, luminescence; P35372+P41143; AID 504326; 340,000 compounds, 0.3% hits; activation, % at 9.3 µM; in the data active means activation above about 18%;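 further: 0% = vehicle-treated cells and 100% = reference agonist; values of inactives mirror those of a sister screen read the other way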
OPRM1-OPRD1 inv: inverse agonists of human mu-delta opioid receptor heterodimerization. cell-based MOR-DOR heterodimer luminescence, inverse agonism. P35372+P41143. inhibition, % at 9.3 µM. AID 504357. 340,000 compounds, 0.21% hits; in the data active means inhibition above about 22%, passing the limit was not always enough;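 further: 0% = cells with DMSO and 100% = wells without cells with DMSO; values of inactives mirror those of a sister screen read the other way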
PfHsp90 set2: growth inhibition of yeast expressing Plasmodium Hsp90 | S. cerevisiae expressing PfHsp90, BacTiter-Glo ATP, 48 h; yeast lacking PDR1 and PDR3 efflux regulators | inhibition, % at 9.4 µM | 310,000 compounds, 0.32% hits;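 active means every replicate shows inhibition above about 80%, whatever the replicate mean, limit read from the data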;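 further: 0% = DMSO neutral controls and 100% = 20 µM radicicol positive controls; yeast relying on Plasmodium falciparum Hsp90 in place of its own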
Starred values were filed as active, the others as inactive; . = not tested or not shown; & = joins results of further samples.

SMILES	SUMO Mot1 rescue	Tat export inh	phage Ecoli inh	Ecoli viability	DSG3 Ab inh	AddAB inh	Arr AP2 block	PKA-R1A act	MOR-DOR ag	OPRM1-OPRD1 inv	PfHsp90 set2
CC(Oc1cccc(Cl)c1)C(=O)Nc1cc(Cl)ccc1N1CCOCC1 (stereo unspecified)	-1	8	1.9	0.3	110	-0.3	-6	-12	4.8	-32	-68
Cc1ccc(OCC(=O)Nc2ccc(S(=O)(=O)Nc3onc(C)c3C)cc2)cc1	-21	-5	2.0	-3.3	95	0.7	34	-3	-1.1	6	-78
Cc1ccc(OCCCC(=O)Nc2ccc(S(=O)(=O)Nc3cc(C)nc(C)n3)cc2)cc1	14	10	4.0	-1.0	100	-1.4	-1	-15	0.2	-1	-1
Cc1cc(C)n(C(=O)/C(C#N)=N/Nc2cc(Cl)cc(Cl)c2)n1	.	-16	.	8.3	101	8.2	16	-3	5.7	-30	-57
Clc1ccc2c(c1)nc1n2CCCC1	152	-3	2.7	-1.8	90	-1.7	-12	-3	-4.2	21	-33
COc1ccc(-c2ccc3nnc(SCC(=O)Nc4ccc(NC(C)=O)cc4)n3n2)cc1	172	-3	-2.1	1.0	102	-1.7	4	8	1.2	-8	.
CCOc1ccc(S(=O)(=O)N2CCOCC2)cc1NC(=O)CSCC(=O)Nc1ccc(C)cc1	-9	-6	-0.4	-0.3	109	0.3	8	5	-0.1	0	-31
C#Cc1ccc(C(=O)Nc2ccc(N3CCC(C)CC3)c(C(N)=O)c2)cc1	-1	2	2.3	1.1	101	3.4	21	3	5.5	-27	10
O=C(Nc1cccc2ccccc12)c1cccc([N+](=O)[O-])c1	211	0	3.5	-2.5	102	-0.3	14	1	-0.9	4	-6
CCn1c(SCC(=O)Nc2cc3oc4ccccc4c3cc2OC)nnc1-c1cccs1	6	-3	1.2	-2.1	121	-0.3	-5	-2	-2.2	10	2
COc1ccc(Cc2nc3ccc(C(=O)N(C)CCn4ccnc4)cc3o2)cc1OC	8	2	1.2	-0.3	.	4.9	-7	2	-0.6	3	-21
C/C(=N\NS(=O)(=O)c1ccc(C)c([N+](=O)[O-])c1)c1cc2ccccc2o1	-5	3	1.9	0.3	95	0.5	10	-5	-2.8	14	.
O=C(Cc1ccc(Cl)c(Cl)c1)Nc1ccc(SC(F)F)cc1	21	-6	7.3	1.6	96	2.2	45	-4	3.7	-18	13
OCCN1CCN(C(=S)Nc2cccc(C(F)(F)F)c2)CC1	15	4&3	3.8&0.1	1.9	92&98	-0.4	28&-4	-1&1	0.1&-2.6	0&14	-26&22
O=C(Cn1cccc1C(=O)c1ccccc1)NCCC1=CCCCC1	-6	-1	3.0	-0.6	102	2.7	-1	-5	0.6	-3	-10
CC1CC(C)CN(CCC(=O)Nc2cccc(Cl)c2)C1 (stereo unspecified)	-1	0	2.5	0.2	.	3.4	1	1	3.1	-19	-2
CN(C)S(=O)(=O)c1cc(NC(=O)COC(=O)Cc2cccc3ccccc23)ccc1Cl	-20	2	6.2	-0.3	96	0.5	1	8	-0.8	4	-10
O=C1OCCC1Sc1nc(-c2ccccc2)cs1 (stereo unspecified)	12	-2	1.2	-3.2	111	1.6	28	-9	0.7	-3	19
O=S(=O)(c1ccc(OCC(O)CN2CCCCC2)cc1)N1CCOCC1 (stereo unspecified)	13	-5	2.2	0.5	106	4.5	8	-16	-2.0	11	.
N#Cc1c(Nc2ccccc2)sc(C(=O)c2ccc(F)cc2)c1N	104	-9	4.5	-1.6	100	3.0	-2	3	7.2	-52	-17
CC(C)Nc1nc(SC(C)C(=O)Nc2ccccc2)nc(N(C)C)n1 (stereo unspecified)	8	4	-0.6	-0.4	116	4.3	-3	-3	-0.7	4	.
O=C(Cc1cccc2ccccc12)Nc1cc(C(=O)O)cc(C(=O)O)c1	493	-11	1.1	-3.0	109	4.5	-13	-4	-0.9	5	0
COc1ccc(N2CCN(S(=O)(=O)CCNC(=O)/C=C/c3ccccc3)CC2)cc1	19	0	7.0	-1.7	95	-1.5	29	-7	-0.4	3	-16
C[C@@H]1CN([C@@H](C)CO)C(=O)c2cc(NS(C)(=O)=O)ccc2O[C@@H]1CN(C)S(=O)(=O)c1ccccc1	.	5	-1.5	-2.5	99	2.0	11	5	-0.7	3	9
O=C(CC(c1ccccc1)c1cc(Cl)ccc1O)NCCCN1CCOCC1 (stereo unspecified)	-4	5	1.1	.	97	.	4	3	-0.3	2	29
(list continues)
SMILES	SUMO Mot1 rescue	Tat export inh	phage Ecoli inh	Ecoli viability	DSG3 Ab inh	AddAB inh	Arr AP2 block	PKA-R1A act	MOR-DOR ag	OPRM1-OPRD1 inv	PfHsp90 set2
C=C(C)[C@H]1CC=C(C)/C(=N/NC(=O)CNc2ccccc2OC)C1	14	10	1.8	-3.6	106	-1.6	-8	-2	1.8	-10	19
O=C(Nc1ccc(S(=O)(=O)Nc2ccccc2)cc1)c1ccc(CN2CCOCC2)cc1	-3	-2	3.6	1.1	99	4.6	13	-1	0.6	-3	-37
Cc1cc(C)c(S(=O)(=O)N2CCN(C(=O)c3cc(=O)[nH]c4ccccc34)CC2)c(C)c1	-10	-4	-0.9	-1.6	91	2.8	5	-4	-0.1	0	19
O=C(c1ccco1)N1CCN(c2ncnc3scc(-c4ccccc4)c23)CC1	6	0	2.5	-2.9	104	-1.4	3	-10	0.8	-4	13
CCC(C(=O)NCCC(C)C)N(Cc1ccccc1Cl)C(=O)c1snc(C(N)=O)c1N (stereo unspecified)	-16	5	1.0	-1.3	110	4.3	7	-13	1.4	-7	-18
CC1CCC(NC(=O)CCS(=O)(=O)c2ccc3c(c2)NC(=O)C(C)S3)CC1 (stereo unspecified)	29	27	-0.6	-2.8	85	0.7	13	-5	-2.1	11	-14
C/C(=N/NC(=O)c1ccc(C)s1)c1cccc(NC(=O)c2ccoc2C)c1	-7	23	2.0	1.8	104	-0.6	-13	-14	-2.3	12	-28
O=C(CSCc1ccc(F)cc1)NCc1ccco1	11	-12	2.4	4.1	101	3.2	10	-7	-0.7	3	.
CCOc1ccc(-c2nnc(SCC(=O)O)n2Cc2ccccc2)cc1	-12	1	1.5	-6.1	97	1.7	-11	-3	-4.5	21	-13
CCCNC(=O)CCn1cc(-c2ccc(OC)cc2)nc1-c1ccncc1	-8	-4	1.3	-0.4	108	-1.8	4	2	-1.6	9	5
Cc1cccc(C)c1NC(=O)CNc1ccccc1	16	5	0.2	-1.4	.	-1.8	6	-9	-3.5	18	-6
CCN(CC(=O)Nc1ccc(OC)cc1)C(=O)Cc1ccsc1	-6	-2	-0.1	-0.2	.	2.1	11	2	-1.5	6	-6
O=C(NNC(=O)C12CC3CC(CC(C3)C1)C2)c1csc(N2CCOCC2)n1	-20	4	4.5	-1.7	99	6.6	-11	-6	-3.4	18	.
COc1cc(Cl)ccc1OCc1cc(C(=O)N(C)CCc2cnn(C)c2)no1	-6	4	-0.1	-1.4	.	4.7	0	4	-0.6	3	14
CCOc1ccc(C(C)=O)cc1N1C(=O)C2C3C=CC(C3=C(C)C)C2C1=O (stereo unspecified)	-4	-4	.	-3.7	97	-1.4	4	9	-0.1	1	-4
O=S(=O)(c1ccc(F)cc1)N1CCN(S(=O)(=O)c2cccs2)CC1	105	2	2.5	-0.2	106	-0.9	40	2	2.5	-8	5
O=C(O)CSCC(=O)N1CCc2c([nH]c3ccccc23)C1C(F)(F)F (stereo unspecified)	16	-8	-2.2	0.9	99	2.2	0	6	-3.3	15	10
CCN(C(=O)COC(=O)c1cc(C)n(-c2ccc(F)cc2)c1C)C1CCS(=O)(=O)C1 (stereo unspecified)	.	-4	1.0	.	103	.	-8	-11	-2.3	14	9
Cc1ccc(C(N)=O)cc1S(=O)(=O)Nc1cccc(C)c1C	88	-5	1.0	-1.6	102	1.6	-10	4	-0.7	4	.
COc1ccc(-n2c(CN3CCN(Cc4ccccc4)CC3)nc3ccc([N+](=O)[O-])cc3c2=O)c(OC)c1	58	-8	-3.9	-0.2	99	1.5	3	-6	0.4	-2	-2
Cc1c(Cl)cccc1NC(=O)CNC(=O)c1ccc(F)cc1	-3	-8	4.1	2.1	110	3.2	-8	3	-0.5	3	-3
Cc1ccc(S(=O)(=O)N2[C@@H](c3ccc(Br)cc3)C(C(=O)O)=CC[C@H]2c2ccc(Cl)cc2)cc1	.	13	2.5	-1.8	93	1.9	34	-4	-0.9	4	-66
C#CCSc1nc(=O)c2cccnc2n1-c1ccc(C)cc1	4	-12	1.9	-1.1	103	-0.8	-3	3	-2.2	11	-5
Cc1ccc(/C=N/NC(=O)Cn2cncn2)cc1	54	-1	5.0	0.2	98	3.3	32	.	.	.	-14
N#CCC(=O)N/N=C/c1ccc(OC2CSC2)cc1	-7	-6	2.4	1.0	97	2.1	15	-16	-1.4	7	2
Going on with the list:
SMILES	SUMO Mot1 rescue	Tat export inh	phage Ecoli inh	Ecoli viability	DSG3 Ab inh	AddAB inh	Arr AP2 block	PKA-R1A act	MOR-DOR ag	OPRM1-OPRD1 inv	PfHsp90 set2
CCN(Cc1ccccc1)C(=O)COC(=O)Cn1cnc2ccccc21	-8	10	-0.8	-0.8	104	1.3	11	-6	0.4	-2	-31
COc1cccc(N/C(N)=N/c2nc(C(F)(F)F)cc(=O)[nH]2)c1	14	-1	1.7	-0.3	88	1.0	2	-9	-2.6	13	-4
COc1ccc(CN2C(=O)CN(C3CCCCCC3)C(=O)C2c2ccc(F)cc2)cc1 (stereo unspecified)	33	-5	2.0	0.7	104	1.5	4	-2	-0.2	1	.
O=C(CCS(=O)(=O)c1ccccc1)NNC(=O)COc1ccc(F)cc1	-8	-9	4.4	-0.6	.	0.2	-10	7	0.7	-3	-15
COc1ccccc1NC(=O)/C(N=Nc1ccc(C)c(S(=O)(=O)Nc2ccccc2Cl)c1)=C(\C)O	-19	6	3.0	-0.4	124	-2.1	-12	-11	-0.9	5	-11
CC(C)(C)CCN1CCC(CN2CCNC(=O)C2=O)CC1	.	8	3.3	.	104	.	-3	-1	-0.8	4	-15
Cc1cc([N+](=O)[O-])c(NC2CCCCC2)c([N+](=O)[O-])c1	67	0	4.4	0.4	101	2.1	-2	-3	5.4	-28	-37
CCC1CCCCN1S(=O)(=O)c1ccc(-n2cnnn2)c(C)c1 (stereo unspecified)	83	-2	0.6	-2.0	108	2.5	28	4	-2.7	15	7
Cc1ccc(N2CCN(C(=O)C3CCN(S(=O)(=O)c4cccc5nsnc45)CC3)CC2C)cc1 (stereo unspecified)	.	-3	0.8	.	102	.	5	-6	-0.6	3	-1
COC(=O)C1=C(C)N(Cc2ccccc2)C(=O)N[C@H]1c1ccccc1	-4	-10	2.6	2.0	106	3.9	11	7	0.9	-5	1
CCOC(=O)c1ccc(NC(=O)CSc2nnc(C3CC3)n2C)cc1	-17	15	2.8	0.7	107	0.9	4	3	0.0	0	8
CC(=O)N1c2ccc(S(=O)(=O)N(C)CC(=O)NCc3ccccc3)cc2CC1C (stereo unspecified)	7	1	1.7	-1.4	.	3.4	27	-14	-1.5	8	-4

Screening results deposited in PubChem by several laboratories.
